ssDAF12 agonist: S. stercoralis DAF-12 nuclear receptor activators, primary screen, cell-based, luminescence, HEK293, GRIP1 co-expression, lit1-tk-luc. AID 652126, 2013. HEK293 ssDAF-12/GRIP1 lit1-tk-luc reporter; % of 3 µM dafachronic acid response. hit rate 1% among 370,000. activation, % at 6.8 µM;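 active = activation above the mean over all tested compounds plus 3 SD, cut at about 0.9% in these data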;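 note: 0% = DMSO-only wells and 100% = 3 µM delta7-dafachronic acid wells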
NR1D1 modulator: modulators of Rev-erb alpha DNA binding, primary screen, biochemical, FITC-DNA, fluorescence polarization, uHTS. Rev-erbα–FITC-DNA binding, 90 min. activity, % at 10 µM. Nuclear receptor subfamily 1 group D member 1 (Homo sapiens), P20393. hit rate 0.79% among 370,000;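 active = activity above about 14%, limit read from the data; passing the limit was not always enough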;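 note: 0% = DMSO wells with 35 nM protein and 100% = DMSO wells with 750 nM protein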
Target sequence (P20393 whole entry, looked up): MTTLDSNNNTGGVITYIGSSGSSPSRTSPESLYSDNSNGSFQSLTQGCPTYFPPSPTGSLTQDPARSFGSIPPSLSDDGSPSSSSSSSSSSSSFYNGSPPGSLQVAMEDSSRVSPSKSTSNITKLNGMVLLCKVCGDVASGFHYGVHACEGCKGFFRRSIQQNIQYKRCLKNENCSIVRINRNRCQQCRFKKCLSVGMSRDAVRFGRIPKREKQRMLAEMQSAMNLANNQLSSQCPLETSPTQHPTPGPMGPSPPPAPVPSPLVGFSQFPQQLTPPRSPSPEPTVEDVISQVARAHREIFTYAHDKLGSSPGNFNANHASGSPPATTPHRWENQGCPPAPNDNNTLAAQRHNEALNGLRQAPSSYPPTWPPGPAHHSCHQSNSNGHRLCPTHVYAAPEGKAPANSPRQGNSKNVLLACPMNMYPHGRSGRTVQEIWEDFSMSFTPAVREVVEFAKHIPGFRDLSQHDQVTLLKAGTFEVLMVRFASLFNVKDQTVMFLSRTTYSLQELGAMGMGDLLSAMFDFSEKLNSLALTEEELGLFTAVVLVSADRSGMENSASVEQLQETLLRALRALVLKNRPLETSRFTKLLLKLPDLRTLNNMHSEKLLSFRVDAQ
PG9 binder: binders of HIV-1 gp120 antibody PG9, primary screen, biochemical, TR-FRET | HIV-1 gp120 / PG9 antibody interaction | TR-FRET gp120-PG9 antibody binding | hit rate 0.43% among 360,000 | AID 624416, 2012 | inhibition, % at 6.7 µM; in the data active = inhibition above about 8.5%
PLC-beta3 inh: human PLC-beta3 inhibitors, primary screen, biochemical, fluorescence. 1-phosphatidylinositol 4,5-bisphosphate phosphodiesterase beta-3 (Homo sapiens), Q01970. Purified PLC-beta3, fluorogenic substrate. inhibition, % at 12.2 µM. hit rate 0.18% among 370,000. AID 720704, 2013; in the data active = inhibition above about 11%;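 note: 0% = median of compound wells on plate and 100% = full blocker control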
FXN GAA850 act: FXN promoter activators, primary screen, cell-based, luciferase luminescence, HEK293 lucGAA850. AID 540364, 2011. hit rate 0.56% among 360,000. activation, % at 6 µM. HEK293 lucGAA850 FXN promoter luciferase reporter, 24 h; percent of 10 µM SAHA response;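 active = activation above the average of all compounds screened plus 3 SD, cutoff fixed separately per campaign, cut at about 7.5% in these data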;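 note: 0% = DMSO wells and 100% = 10 µM SAHA wells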
hcDAF-12 act: H. contortus DAF-12 nuclear receptor activators, primary screen, cell-based, luminescence, HEK293, lit1-tk-luc reporter; activation, % at 6.8 µM; AID 652067, 2013; HEK293 hcDAF-12 lit1-tk-luc reporter; 0% DMSO, 100% Δ7-dafachronic acid; hit rate 1.4% among 370,000;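 active = activation above the mean of all tested compounds plus 3 SD, cut at about 5.5% in these data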;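 note: 100% = response to 3 µM Δ7-dafachronic acid high control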
HGIII-sPLA2 inh: human group III sPLA2 inhibitors, primary screen, biochemical, QFRET, BODIPY PC-A2 liposome substrate | Group 3 secretory phospholipase A2 (Homo sapiens), Q9NZ20 | QFRET BODIPY PC-A2 liposome hydrolysis, fluorescence | inhibition, % at 12.2 µM | hit rate 0.56% among 370,000 | AID 743126, 2013;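 active = inhibition above mean plus 3 SD of compounds lying within the high and low control bounds, cut at about 19% in these data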;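 note: 0% = median of test compound wells and 100% = no enzyme DMSO wells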
Target sequence (Q9NZ20 whole entry, looked up): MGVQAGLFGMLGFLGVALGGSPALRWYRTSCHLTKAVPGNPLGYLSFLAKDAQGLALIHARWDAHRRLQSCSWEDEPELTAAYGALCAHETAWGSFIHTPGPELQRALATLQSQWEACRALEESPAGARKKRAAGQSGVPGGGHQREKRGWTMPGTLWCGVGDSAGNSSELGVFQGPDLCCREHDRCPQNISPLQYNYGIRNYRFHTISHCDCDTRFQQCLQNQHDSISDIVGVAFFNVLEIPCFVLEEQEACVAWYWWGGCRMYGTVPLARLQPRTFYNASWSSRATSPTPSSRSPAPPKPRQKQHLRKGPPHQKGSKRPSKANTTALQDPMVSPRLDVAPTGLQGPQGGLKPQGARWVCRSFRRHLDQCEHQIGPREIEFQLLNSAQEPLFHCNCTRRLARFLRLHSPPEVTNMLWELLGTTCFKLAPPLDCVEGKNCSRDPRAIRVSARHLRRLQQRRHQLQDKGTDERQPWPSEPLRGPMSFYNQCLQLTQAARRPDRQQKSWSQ
SMARCA2 activ: SMARCA2 (BRM) function activators, primary screen, cell-based, luminescence, high throughput. MG213 cells, MMTV-luciferase reporter, dexamethasone, overnight. activation, % at 9.1 µM. hit rate 1% among 370,000. AID 652017, 2013; in the data active = activation above about 7.8%;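 note: 0% = vehicle wells and 100% = reference activator wells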
hgDAF-12 ag: H. glycines DAF-12 receptor agonists, primary screen, cell-based, luminescence, HEK293, GAL4 fusion, UAS-luciferase | Nuclear hormone receptor DAF-12 (Heterodera glycines), GAL4 fusion | HEK293 GAL4-hgDAF12 UAS-luciferase reporter, agonist luminescence; normalized to butyrate control | activation, % at 6.8 µM | hit rate 1.8% among 370,000 | AID 687014, 2013;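 active = activation above a cutoff set at the mean of all screened compounds plus 3 SD, cut at about 10% in these data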;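 note: 0% = DMSO wells and 100% = sodium butyrate wells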
DAX1 inh-1: DAX1 (NR0B1) inhibitors, primary screen, cell-based, HEK293, Gal4-DAX1, luciferase luminescence; HEK293 Gal4-DAX1 luciferase reporter; inhibition, % at 6.75 µM; hit rate 0.99% among 340,000; AID 504766, 2011;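 active = inhibition above the mean over all tested compounds plus 3 SD, cut at about 4.2% in these data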;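 note: 0% = DAX1-transfected cells with DMSO and 100% = empty-vector control cells with DMSO; inhibition shows as a rise in luminescence from relieved DAX1 repression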
DAX1 inh-2: DAX1 (NR0B1) inhibitors on StAR promoter, primary screen, cell-based, luminescence, SF-1 (NR5A1), full-length DAX-1; HEK293T StAR-luciferase reporter, SF-1/DAX-1 repression relief; AID 652010, 2013; hit rate 1.1% among 370,000; inhibition, % at 6.8 µM;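 active = inhibition above the mean over all tested compounds plus 3 SD, cut at about 3.6% in these data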;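 note: 0% = DAX-1 cells with DMSO and 100% = cells lacking DAX-1 with DMSO; higher inhibition means more luminescence from relief of DAX-1 repression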
* marks the source's active call; other numbers are inactive results.

For CCN(CC)CCCCNc1ncc2cc(-c3cc(OC)cc(OC)c3)c(NC(=O)NC(C)(C)C)nc2n1 the results were ssDAF12 agonist -1.7, NR1D1 modulator -1, PG9 binder -1.7, PLC-beta3 inh -371, FXN GAA850 act -5.5, hcDAF-12 act -0.9, HGIII-sPLA2 inh -6, SMARCA2 activ 3, hgDAF-12 ag -4.4, DAX1 inh-1 -1.4 and DAX1 inh-2 -2.2.
`COc1ccc(-c2nnc(SCC(=O)NCC3CCCO3)n2C)cc1` (stereo not drawn) gave ssDAF12 agonist -1.2, NR1D1 modulator 5, PG9 binder -1.7, PLC-beta3 inh 2, FXN GAA850 act 1.8, hcDAF-12 act 0.3, HGIII-sPLA2 inh 10, SMARCA2 activ -7, hgDAF-12 ag 2.0, DAX1 inh-1 0.0 and DAX1 inh-2 0.4.
Screening CSc1ccccc1NC(=O)CN(C)C(=O)Cn1c(=O)oc2ccccc21 returned ssDAF12 agonist -0.6, NR1D1 modulator 0, PG9 binder -1.7, PLC-beta3 inh -1, FXN GAA850 act -0.8, hcDAF-12 act 0.7, HGIII-sPLA2 inh 2, SMARCA2 activ 1, hgDAF-12 ag -0.2, DAX1 inh-1 1.6 and DAX1 inh-2 0.6.
Screening CSc1ccc(CNc2nnnn2C)cc1 returned ssDAF12 agonist -0.3, NR1D1 modulator -2, PG9 binder 0.0, PLC-beta3 inh 0, FXN GAA850 act -2.4, hcDAF-12 act -0.8, HGIII-sPLA2 inh 3, SMARCA2 activ 0, hgDAF-12 ag -3.1, DAX1 inh-1 0.0 and DAX1 inh-2 -0.5.
For Cc1ccc[n+](C2C(c3ccc([N+](=O)[O-])cc3)C(C#N)=C([S-])NC2(O)C2CC2)c1 (stereo not drawn) the results were ssDAF12 agonist -0.8, NR1D1 modulator 6, PG9 binder 1.4, PLC-beta3 inh -3, FXN GAA850 act -1.4, hcDAF-12 act 0.1, HGIII-sPLA2 inh 2, SMARCA2 activ 2, hgDAF-12 ag -5.4, DAX1 inh-1 0.1 and DAX1 inh-2 -0.9.
For Cc1ccc(Oc2c(C(N)=O)cc([N+](=O)[O-])cc2[N+](=O)[O-])cc1 the results were ssDAF12 agonist -0.6, NR1D1 modulator -4, PG9 binder -0.1, PLC-beta3 inh 0, FXN GAA850 act 2.6, hcDAF-12 act 2.6, HGIII-sPLA2 inh -3, SMARCA2 activ 5, hgDAF-12 ag -2.9, DAX1 inh-1 -0.9 and DAX1 inh-2 0.3.
For O=C(O)CCC(=O)OCC1CCCO1 (stereo not drawn) the results were ssDAF12 agonist -0.5, NR1D1 modulator -5, PG9 binder 0.3, PLC-beta3 inh 2, FXN GAA850 act -0.3, hcDAF-12 act -0.9, HGIII-sPLA2 inh 2, SMARCA2 activ -1, hgDAF-12 ag -1.0, DAX1 inh-1 1.2 and DAX1 inh-2 0.2.
For O=C1CCCCCN1C(=O)c1cccc(C(=O)N2CCCCCC2=O)c1 the results were ssDAF12 agonist -1.4, NR1D1 modulator -5, PG9 binder 0.2, PLC-beta3 inh -1, FXN GAA850 act 2.9, hcDAF-12 act -1.5, HGIII-sPLA2 inh 4, SMARCA2 activ -3, hgDAF-12 ag 1.3, DAX1 inh-1 1.1 and DAX1 inh-2 -0.4.
For CC(C)C(NS(=O)(=O)c1ccc2c(c1)OCCCO2)C(=O)O (stereo not drawn) the results were ssDAF12 agonist -0.9, NR1D1 modulator 3, PG9 binder 0.8, PLC-beta3 inh 1, FXN GAA850 act 1.4, hcDAF-12 act 2.6, HGIII-sPLA2 inh -3, SMARCA2 activ 0, hgDAF-12 ag 0.9, DAX1 inh-1 -0.3 and DAX1 inh-2 0.1.
For COc1ccccc1NC(=O)NC1(C(=O)N2CCCCCC2)CCCCC1 the results were ssDAF12 agonist -1.7, NR1D1 modulator -1, PG9 binder 0.0, PLC-beta3 inh 2, FXN GAA850 act -2.3, hcDAF-12 act -3.0, HGIII-sPLA2 inh -7, SMARCA2 activ -3, hgDAF-12 ag -0.5, DAX1 inh-1 -1.0 and DAX1 inh-2 -0.2.
Screening O=C1C2C3C=CC(C3)C2C(=O)N1/N=C/c1ccc(-c2ccccc2[N+](=O)[O-])o1 (stereo not drawn) returned ssDAF12 agonist -0.2, NR1D1 modulator 0, PG9 binder -0.4, PLC-beta3 inh 2, FXN GAA850 act 3.5, hcDAF-12 act 3.0, HGIII-sPLA2 inh 0, SMARCA2 activ 0, hgDAF-12 ag 3.5, DAX1 inh-1 1.1 and DAX1 inh-2 0.9.
Cc1ccc(NS(=O)(=O)c2cn(C)cn2)cc1 was read as ssDAF12 agonist -0.9, NR1D1 modulator 3, PG9 binder -5.4, PLC-beta3 inh -22, FXN GAA850 act -1.6, hcDAF-12 act -1.4, HGIII-sPLA2 inh 5, SMARCA2 activ 1, hgDAF-12 ag 2.3, DAX1 inh-1 0.5 and DAX1 inh-2 0.6.
Screening CCNc1nc(NCC)nc(C(=O)NN)n1 returned ssDAF12 agonist -0.9, NR1D1 modulator 5, PG9 binder -1.1, PLC-beta3 inh 1, FXN GAA850 act -2.0, hcDAF-12 act -0.4, HGIII-sPLA2 inh 8, SMARCA2 activ 2, hgDAF-12 ag 0.9, DAX1 inh-1 -0.4 and DAX1 inh-2 0.3.
CC(C)OC(=O)c1cc(NC(=O)C2C3CCC(O3)C2C(=O)O)cc(C(=O)OC(C)C)c1 (stereo not drawn) was read as ssDAF12 agonist -1.1, NR1D1 modulator -3, PG9 binder 1.0, PLC-beta3 inh -28, FXN GAA850 act 2.8, hcDAF-12 act -1.0, HGIII-sPLA2 inh -3, SMARCA2 activ 4, hgDAF-12 ag -1.4, DAX1 inh-1 -0.5 and DAX1 inh-2 -0.3.
For COc1ccc(C)cc1-n1nnnc1SCC1CCCCO1 (stereo not drawn) the results were ssDAF12 agonist -1.2, NR1D1 modulator 2, PG9 binder 0.0, PLC-beta3 inh 1, FXN GAA850 act 0.3, hcDAF-12 act 0.8, HGIII-sPLA2 inh -3, SMARCA2 activ -3, hgDAF-12 ag 0.8, DAX1 inh-1 -0.5 and DAX1 inh-2 0.0.
For Cc1cc(NS(=O)(=O)c2ccc(NC(=O)CSc3nc4sc(C)c(C)c4c(=O)n3Cc3ccco3)cc2)nc(C)n1 the results were ssDAF12 agonist -0.2, NR1D1 modulator -3, PLC-beta3 inh -1, hcDAF-12 act -2.2, HGIII-sPLA2 inh -33, SMARCA2 activ 3, hgDAF-12 ag -2.3 and DAX1 inh-2 1.2.
For O=C1NCCOC(=O)[C@@H](Cc2ccc(F)cc2)CC/C=C/C[C@@H]1CC(=O)N(CCO)Cc1ccccc1 the results were ssDAF12 agonist -1.4, NR1D1 modulator -2, PG9 binder 0.4, PLC-beta3 inh 0, FXN GAA850 act 1.1, hcDAF-12 act -2.0, HGIII-sPLA2 inh -4, SMARCA2 activ -1, hgDAF-12 ag -1.3, DAX1 inh-1 -0.2 and DAX1 inh-2 -0.8.
`CCN(CC)CCNC(=O)c1ccc(NC(=O)c2cccc(S(=O)(=O)N3c4ccccc4CC3C)c2)cc1` (stereo not drawn) gave ssDAF12 agonist -0.6, NR1D1 modulator -2, PG9 binder 0.0, PLC-beta3 inh -13, FXN GAA850 act 1.9, hcDAF-12 act -0.2, HGIII-sPLA2 inh -5, SMARCA2 activ 4, hgDAF-12 ag 0.6, DAX1 inh-1 -0.3 and DAX1 inh-2 1.9.
COc1ccc(N)cc1-n1c(C)ccc1C was read as ssDAF12 agonist -0.5, NR1D1 modulator 0, PG9 binder -6.8, PLC-beta3 inh -116, FXN GAA850 act 2.9, hcDAF-12 act 0.1, HGIII-sPLA2 inh -3, SMARCA2 activ 1, hgDAF-12 ag -1.2, DAX1 inh-1 1.5 and DAX1 inh-2 -0.8.
COc1cccc(CNC(=O)c2cccs2)c1 was read as ssDAF12 agonist -0.6, NR1D1 modulator 7, PG9 binder 0.0, PLC-beta3 inh -8, FXN GAA850 act 0.4, hcDAF-12 act -1.2, HGIII-sPLA2 inh 1, SMARCA2 activ 4, hgDAF-12 ag 0.5, DAX1 inh-1 2.0 and DAX1 inh-2 0.2.
For Cn1nnnc1SCC(=O)N1c2ccccc2Sc2ccccc21 the results were ssDAF12 agonist -1.7, NR1D1 modulator 2, PG9 binder -0.5, PLC-beta3 inh 3, FXN GAA850 act -0.1, hcDAF-12 act -2.2, HGIII-sPLA2 inh 5, SMARCA2 activ -2, hgDAF-12 ag -0.9, DAX1 inh-1 -0.8 and DAX1 inh-2 -0.5.
For Cc1ccc(NS(=O)(=O)c2cc(C(=O)NCCSC3CCCCC3)ccc2C)cc1 the results were ssDAF12 agonist -2.1, NR1D1 modulator 6, PG9 binder 1.8, PLC-beta3 inh 3, FXN GAA850 act -0.1, hcDAF-12 act -2.2, HGIII-sPLA2 inh -60, SMARCA2 activ -7, hgDAF-12 ag -1.9, DAX1 inh-1 -0.4 and DAX1 inh-2 -1.4.
`O=c1c2[nH]c3ccccc3c2ncn1CCN1CCNCC1` gave ssDAF12 agonist -0.3, NR1D1 modulator -2, PG9 binder 0.9, PLC-beta3 inh -3, FXN GAA850 act 3.3, hcDAF-12 act -0.1, HGIII-sPLA2 inh 0, SMARCA2 activ 0, hgDAF-12 ag 1.1, DAX1 inh-1 0.1 and DAX1 inh-2 -0.3.
`O=C(NCc1ccco1)/C(=C\c1ccco1)NC(=O)c1ccco1` gave ssDAF12 agonist -1.9, NR1D1 modulator -7, PG9 binder -1.9, PLC-beta3 inh -15, FXN GAA850 act 0.7, hcDAF-12 act 1.9, HGIII-sPLA2 inh -6, SMARCA2 activ 2, hgDAF-12 ag -0.2, DAX1 inh-1 2.1 and DAX1 inh-2 0.2.
C=CCN1C(C(=O)OC)CN(Cc2cn(Cc3ccc(F)cc3)nn2)CCS1(=O)=O (stereo not drawn) was read as ssDAF12 agonist -0.8, NR1D1 modulator 1, PLC-beta3 inh 7, hcDAF-12 act -1.9, HGIII-sPLA2 inh 5, SMARCA2 activ 2, hgDAF-12 ag 1.3 and DAX1 inh-2 2.5.
`CCCCC(=O)Nc1ccc(N2CCN(C(=O)CC)CC2)cc1` gave ssDAF12 agonist -0.7, NR1D1 modulator -2, PG9 binder -4.2, PLC-beta3 inh 0, FXN GAA850 act -2.1, hcDAF-12 act -1.1, HGIII-sPLA2 inh 1, SMARCA2 activ 2, hgDAF-12 ag 1.7, DAX1 inh-1 2.3 and DAX1 inh-2 0.0.

High-throughput results from PubChem BioAssay.
